# Apoferritin bind: candidate novel general anesthetic via apoferritin binding; P02791; actives 0.074% (n = 350,000); Potency, µM (highest dose often 77.5 µM), without a hit: at the top dose activity change, negative = displacement, actives largely listed as inhibitors; apoferritin/1-aminoanthracene competitive binding, fluorescence; note: potency is the fitted concentration of half-maximal effect; % is set by controls: 0 for no effect and ±100 for the full control effect; nearly all actives have a fitted effect of over 20% in size
# Target sequence (P02791 2-175 limits assumed): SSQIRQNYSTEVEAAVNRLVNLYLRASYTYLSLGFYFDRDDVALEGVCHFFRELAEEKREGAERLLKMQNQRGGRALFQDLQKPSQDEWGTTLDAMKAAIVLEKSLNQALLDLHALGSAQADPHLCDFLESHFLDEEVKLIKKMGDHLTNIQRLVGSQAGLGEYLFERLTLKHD
#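 In PBS, apoferritin at 10 uM is loaded with 1-AMA from a 50% saturated solution. After 10 min of compound exposure at ambient temperature, reduced 535 nm fluorescence indicates probe displacement.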
# D1 potentiator: human D1 dopamine receptor positive modulation. actives 0.036% (n = 360,000). AID 504651. potentiation, % at 10 µM. HEK293 TREx D1 cells, calcium flux, dopamine EC20 potentiation. P21728; in the data active = potentiation above about 30%; note: 0% is about no effect
# D1 antag: antagonists of human D1 dopamine receptor. P21728. HEK293 TREx D1 cells, calcium flux, dopamine EC80; active compounds read low. activity change, negative = inhibition, % at 10 µM. actives 3.2% (n = 360,000); in the data active = activity change below about -30%; note: % is set by controls: 0 for no effect and ±100 for the full control effect
#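 Kinetic fluorescence of a calcium dye serves as the read-out. D1-expressing Hek293 Trex cells, induced overnight at 30 C, are exposed to compound for 180 s before an EC80 dopamine addition, then read 180 s further.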
# RXFP1 agonist: agonists of human relaxin receptor RXFP1; Potency, µM (doses to about 57.5 µM), for the others: at the top dose activation, usual class: activators; Q9HBX9; actives 0.3% (n = 370,000); HEK293T-RXFP1 cAMP TR-FRET, 30 min; response scale: percent of porcine relaxin response, buffer zero; note: potency is the fitted concentration of half-maximal effect; % is set by controls: 0 for no effect and ±100 for the full control effect; nearly all actives have a fitted effect of over 60% in size; many of its hits are not listed in these tables
# Target sequence (Q9HBX9 whole entry, looked up): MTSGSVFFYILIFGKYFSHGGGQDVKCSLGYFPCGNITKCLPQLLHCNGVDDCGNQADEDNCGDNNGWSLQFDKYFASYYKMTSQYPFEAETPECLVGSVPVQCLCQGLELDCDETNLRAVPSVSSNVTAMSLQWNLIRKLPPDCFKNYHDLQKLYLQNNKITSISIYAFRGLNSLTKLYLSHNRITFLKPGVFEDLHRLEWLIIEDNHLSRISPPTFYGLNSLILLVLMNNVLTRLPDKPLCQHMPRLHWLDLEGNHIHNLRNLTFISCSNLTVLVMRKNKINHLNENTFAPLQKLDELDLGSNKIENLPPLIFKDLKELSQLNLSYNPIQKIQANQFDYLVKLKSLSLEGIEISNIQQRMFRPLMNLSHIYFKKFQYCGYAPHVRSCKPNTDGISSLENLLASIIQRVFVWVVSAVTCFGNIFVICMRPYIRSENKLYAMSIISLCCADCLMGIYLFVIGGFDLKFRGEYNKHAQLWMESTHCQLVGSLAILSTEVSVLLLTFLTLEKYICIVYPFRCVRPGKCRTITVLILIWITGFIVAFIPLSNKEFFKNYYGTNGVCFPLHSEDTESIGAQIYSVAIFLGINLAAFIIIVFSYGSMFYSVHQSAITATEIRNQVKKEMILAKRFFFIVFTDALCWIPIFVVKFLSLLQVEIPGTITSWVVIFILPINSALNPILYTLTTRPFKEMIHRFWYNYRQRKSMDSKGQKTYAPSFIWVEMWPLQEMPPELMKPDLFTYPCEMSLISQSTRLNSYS
#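 Agonist response is measured as cAMP accumulation in an RXFP1-transfected HEK293T line under PDE4 inhibition. Values are scaled between buffer-only and 29 nM porcine relaxin, and EC50s come from standard Hill equation fits.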
# D2 PAM: D2 dopamine receptor (human) potentiation; P14416; HEK293 T-REx D2, calcium flux, EC20 dopamine potentiation; potentiation, % at 10 µM; actives 0.34% (n = 340,000); AID 485347;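 active = potentiation over 3 SD above the plate norm, cut at about 30% in these data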; note: 0% is about no effect
#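 Tetracycline-induced Hek293 Trex D2 cells, force-coupled to calcium, loaded with no-wash calcium dye. Compound added with 180 s kinetic read for agonism, then EC20 dopamine and a further 180 s read for potentiation.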
# TRHR agonist: agonists of human TRH receptor | P34981 | TRHR cells, calcium flux fluo-8, FDSS agonist mode | activation, % at 2 µM | actives 0.18% (n = 360,000) | AID 493084; in the data active = activation above about 30%; note: 0% is about no effect
#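 TRHR-expressing cells, plated overnight in medium with 10% serum, were loaded with fluo-8 calcium dye at room temperature. After a 10 s baseline, library compound was pin-added and calcium release was recorded kinetically (ex 480/em 530) as agonist response.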
# TRHR PAM: allosterically enhances the human TRH receptor; actives 0.66% (n = 360,000); TRHR cells, fluo-8 calcium fluorescence, EC20 TRH enhancement; enhancement, % at 2 µM; P34981; in the data active = enhancement above about 30%; note: 0% is about no effect
#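 Enhancer read-out: after compound pinning and an initial kinetic agonist-mode read, an EC20 of TRH (10 nM final) was injected and fluo-8 calcium signal (Ex 480/Em 530) followed at 1 s/cycle for 100 cycles in TRHR-expressing cells.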
# D1 ag: agonists of human D1 dopamine receptor; AID 504660; P21728; activation, % at 2 µM; HEK293 T-REx D1 cells, calcium flux, agonist mode; actives 1% (n = 360,000); in the data active = activation above about 30%; note: 0% is about no effect
#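 Agonism was scored from calcium flux recorded over 180 s (1 read/s) after pintool compound addition, following a 10-cycle baseline. Cells were inducible force-coupled HEK293 TREx D1, plated overnight at 30 C and loaded with no-wash calcium dye.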
# RXFP1 antagonist: antagonists of human relaxin receptor RXFP1 | actives 0.59% (n = 350,000) | HEK293-RXFP1, relaxin-stimulated cAMP HTRF, 30 min; active compounds read low | activity change, negative = inhibition, % at 57.5 µM;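 active = activity change of -60% or lower, but not beyond a set lower limit; inconclusive = change between -60% and -40%, or beyond the set limit; inactive = change above -40%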; note: % is set by controls: 0 for no effect and ±100 for the full control effect
# Starred values were filed as active, the others as inactive; ? = inconclusive; · = not tested or not shown; & = joins results of further samples; [ ] = remark or other dose. Unless noted, calls come from the whole dose curve; as a rule, active = well fitted curve in the direction sought with a large enough effect; inconclusive = small, poorly fitted or top-dose-only effect, or another doubt; inactive = no such curve, though single readings can be large; an effect the other way counts as inactive or inconclusive. Not all compounds are listed, so the mix of outcomes need not match the whole.
SMILES,Apoferritin bind,D1 potentiator,D1 antag,RXFP1 agonist,D2 PAM,TRHR agonist,TRHR PAM,D1 ag,RXFP1 antagonist
O=C(c1ccccc1F)N(Cc1nc2ccccc2c(=O)[nH]1)C1CCCC1,-15.7%,-2.7,21.6,0.8%,-0.6,0.7,4.0,1.5,5.5
CSc1nnc(-c2ccc(NC(=O)CCc3ccccc3)cc2)n1C,0.3%,-0.8,-6.1,-0.6%,16.6,0.5,2.4,1.6,4.3
COc1ccc(NS(=O)(=O)c2ccc(NS(C)(=O)=O)cc2)cc1,-16.7%,0.4,-16.1,1.0%,4.2,-0.1,0.4,3.7,-11.6
CCOc1ccccc1N1CCN(C(=O)c2ccc3[nH]c4c(c3c2)CCCC4)CC1,4.9%,-2.1,-1.7,-2.8%,3.3,0.7,2.9,8.2,17.2
Cc1oc2ncn(CC(C)C)c(=O)c2c1C(=O)N(CCN(C)C)Cc1ccccc1,-4.8%,-3.3,9.5,4.2%,·,0.3,6.1,2.4,·
O=C(/C=N/O)NCCCN1CCCCCC1,-4.9%,-3.5,9.7,-0.4%,-4.8,-0.2,4.2,2.6,-17.8
NC(=O)N[C@@H](Cc1c[nH]c2ccccc12)C(=O)OCC(=O)N1CCCCC1,-3.1%,-4.2,6.5,-0.1%,-0.5,0.3,3.6,4.9,-17.2
CC(NC(=O)c1ccccc1F)C12CC3CC(CC(C3)C1)C2 (configuration not stated),·,-6.0,3.1,0.1%,-2.3,-0.3,-0.6,0.7,·
Cc1ccc(NC(=O)COC(=O)c2cccc3c(=O)c(C)c(-c4ccccc4)oc23)cc1,-2.2%,4.2,7.1,0.7%,-7.5,2.6,0.9,2.3,-0.8
Cc1ccc(NC(=S)NC2CCN(Cc3ccccc3)CC2)cc1,-14.7%,-4.8,-64.2*,-1.4%,-16.7,0.5,3.8,17.1,-14.3
O=C(COc1ccc(-c2ccccc2)cc1)N/N=C/c1cccnc1,?,-3.8,-18.0,-1.6%,-5.6,0.5,-4.0,2.1,7.4
COC(=O)C1=C(CS(=O)(=O)c2ccccc2)NC(=O)NC1c1ccc(O)cc1 (configuration not stated),11.4%,-1.3,-5.6,-1.0%,1.9,0.6,3.1,0.9,22.2
Cc1nnc2c(NCCc3ccccc3)nc3ccccc3n12,-2.3%,-1.4,-9.1,4.9%,-1.9,-0.4,-9.1,-0.3,1.5
CSc1nc(N)nc(-c2cccs2)c1C#N,-13.4%,-1.3,-5.7,4.9%,-0.9,1.0,7.2,3.8,6.1
C/C(N)=C(/C#N)C(=O)CSc1nc2ccccc2c(=O)n1Cc1ccc(F)cc1,-5.4%,7.0,2.0,2.0%,-14.2,0.0,-4.1,4.0,-3.8
CCCCCCCCCCC[C@@H](C[C@@H]1OC(=O)[C@H]1CCCCCC)OC(=O)[C@H](CC(C)C)NC=O,79.5%&-17.2%[activator],1.4,8.1,-0.5%,-4.0,0.4,-3.1,1.7,8.0
Cc1ccccc1S(=O)(=O)Cc1ccc(C(=O)N2CCN(c3ccccc3F)CC2)o1,-6.7%,-13.3,-18.1,1.0%,5.7,0.2,-2.4,1.3,1.5
O=C(Nc1ccc2c(c1)C(=O)OC2)c1ccccc1Cl,3.5%,-3.2,-9.1,3.9%,17.4,-1.6,-0.8,2.5,-8.5
CCOC(Cn1c(CCCO)nc2ccccc21)OCC,-7.5%,-4.3,2.6,-1.3%,9.4,-0.5,1.5,2.4,13.1
CN(C)S(=O)(=O)c1cccc(C(=O)NCC2(N3CCOCC3)CCCCC2)c1,-11.4%,-3.6,-2.4,6.0%,10.7,0.7,-6.0,5.1,5.7
Cc1cc(C)c2[nH]c(=O)c(C(c3nnnn3Cc3ccc4c(c3)OCO4)N3CCC(C)CC3)cc2c1 (configuration not stated),1.3%,-0.3,-14.7,-0.6%,5.5,1.7,2.3,0.6,-8.6
O=C(Cc1ccc(F)cc1)NCCc1ccc(F)cc1,-3.7%,-3.0,-14.2,-1.7%,8.7,-1.6,7.6,1.5,·
COc1ccc(S(=O)(=O)NCCc2sc(-c3cccc(C)c3)nc2C)cc1,6.7%,-2.9,2.5,2.1%,11.9,-0.5,1.4,3.5,·
CC(C)C(NS(=O)(=O)c1cccs1)C(=O)N1CCc2ccccc2C1 (configuration not stated),-20.6%,0.7,6.9,2.7%,17.8,-0.4,5.4,2.4,-2.4
O=S(=O)(c1ccc(SCCOc2ccc(Br)cc2)nc1)N1CCCC1,·,-11.2,-3.1,0.3%,-1.6,-0.1,-7.6,4.5,-4.7
Cc1cc(OCCn2ccnc2)ccc1C(C)C,1.0%,-2.1,-26.7,0.5%,15.6,0.2,-6.6,21.9,·
Cn1ccnc1C(=O)c1cccc(Br)c1,-2.2%,-2.1,16.6,5.6%,-10.0,-2.0,-0.6,0.1,3.5
N#Cc1cc(-c2ccccc2)cnc1Cl,5.7%,-1.8,5.4,-0.6%,1.8,0.7,4.1,0.1,21.0
CCOC(=O)c1c(S(=O)(=O)N2CCCCC2C)c(C)n(C)c1C (configuration not stated),-5.1%,0.1,0.5,0.5%,-11.6,0.1,2.8,0.9,0.3
Cc1ccc(C(=O)Nc2ccncc2)c(C)c1,-6.4%,-4.4,-9.6,1.3%,7.8,-0.2,6.5,0.9,-2.4
CCCCNC(=O)NNC(=O)COc1cc(C)cc(C)c1,-12.9%,8.5,-3.4,0.3%,·,0.2,8.2,1.0,-1.3
CC1=CCC2C(=O)N(c3cccc(C(=O)NC(C)c4ccccc4)c3)C(=O)C2C1 (configuration not stated),-16.3%,-6.5,-0.7,1.9%,-11.4,-0.4,-6.0,2.0,6.4
COCCOc1ccc(C(F)(F)F)cc1NC(=O)COC(=O)C1=COCCO1,·,-2.5,-18.9,1.8%,-0.5,-0.2,-9.2,5.8,?
N#Cc1c(N2C(=O)c3ccc(C(=O)O)cc3C2=O)sc2c1CCCC2,-7.5%,0.8,9.8,3.1%,11.6,0.1,0.1,-1.3,-6.6
Cc1ccc(C(=O)CSc2nc3cc(C(=O)NC4CCCC4)ccc3c(=O)n2CC2CCCO2)cc1 (configuration not stated),-10.4%,3.5,4.2,-0.7%,0.7,1.0,-1.9,1.2,·
Cc1cc2oc(=O)cc(CSc3nnc(C)n3N)c2cc1C(C)C,-14.6%,-1.6,-4.4,-1.0%,15.6,-1.8,0.6,4.1,1.5
O=C(Nc1ccccc1)c1cc2ccccc2[nH]1,-1.3%,-2.8,7.1,-0.6%,-4.3,0.3,4.0,3.1,·
CCC(=O)Nc1ccc(/C(C)=N\NC(=O)c2ccc(OC)cc2)cc1,44.8%[activator],-12.3,-0.4,-0.1%,5.7,0.2,10.5,1.0,-0.1
CC(C)CCN(C(=O)CNC(=O)c1cccs1)C(C(=O)NC1CCCCC1)c1cccnc1 (configuration not stated),2.1%,-8.9,-21.4,-0.9%,13.4,0.6,3.1,2.5,0.2
CCN(CC)C(=O)Nc1cnc2ccccc2c1,-13.7%,2.7,-0.1,-0.5%,-4.4,0.3,24.3,0.5,-4.8

# Entries listed so far printed as active in D1 antag.
SMILES,Apoferritin bind,D1 potentiator,D1 antag,RXFP1 agonist,D2 PAM,TRHR agonist,TRHR PAM,D1 ag,RXFP1 antagonist
Cc1ccc(NC(=S)NC2CCN(Cc3ccccc3)CC2)cc1,-14.7%,-4.8,-64.2*,-1.4%,-16.7,0.5,3.8,17.1,-14.3

# Remaining list, next part.
SMILES,Apoferritin bind,D1 potentiator,D1 antag,RXFP1 agonist,D2 PAM,TRHR agonist,TRHR PAM,D1 ag,RXFP1 antagonist
CCCCN(C)Cc1c(C)[nH]c2ccc(Cl)cc2c1=O,-5.7%,-1.0,25.5,4.4%,3.8,-1.2,9.4,3.1,-8.2
CCCCn1c(N)c(N(CC(C)C)C(=O)c2c(-c3ccccc3)noc2C)c(=O)[nH]c1=O,·,·,10.4,1.7%,-1.4,-0.1,-2.2,6.5,1.4
COc1ccc(CCC(=O)NC2CCCCC2)cc1,3.5%,-6.5,-1.8,-1.2%,6.9,0.4,-3.9,2.3,8.9
Cc1nn(-c2ccccc2)c(N2CCCC2)c1/C=N/n1cnc2scc(-c3ccccc3)c2c1=O,0.6%,-3.0,-14.0,1.1%,9.2,-0.9,8.9,2.7,-21.0
Cc1nnc(NC(=O)CSc2nnnn2Cc2ccccc2)s1,2.2%,-5.4,2.9,-0.3%,19.0,2.1,7.9,3.8,-2.1
CCNC(=S)Nc1ccc(NC(=O)c2ccccc2O)cc1,2.4%,0.5,29.1,-1.1%,-15.3,-1.5,-1.0,1.4,-3.7
Cc1ccc(C)n1-c1nnc(N2CCCC(C(=O)NCc3cccc(F)c3)C2)s1 (configuration not stated),-2.0%,-2.4,8.5,-0.5%,-5.7,-0.9,-5.2,-0.9,·
COc1ccc(CC(NC(C)=O)C(=O)NC2CCN(C(=O)c3ccc(OC)c(OC)c3)CC2)cc1OC (configuration not stated),-2.2%,0.4,11.9,-2.6%,-5.5,0.5,-2.0,2.5,-8.4

# Record cards, from the list above. Order of screens: Apoferritin bind	D1 potentiator	D1 antag	RXFP1 agonist	D2 PAM	TRHR agonist	TRHR PAM	D1 ag	RXFP1 antagonist
# Record of `CCCCn1c(N)c(N(CC(C)C)C(=O)c2c(-c3ccccc3)noc2C)c(=O)[nH]c1=O` : ·	·	10.4	1.7%	-1.4	-0.1	-2.2	6.5	1.4
# Record of `CCCCN(C)Cc1c(C)[nH]c2ccc(Cl)cc2c1=O` : -5.7%	-1.0	25.5	4.4%	3.8	-1.2	9.4	3.1	-8.2
# Record of `COc1ccc(CCC(=O)NC2CCCCC2)cc1` : 3.5%	-6.5	-1.8	-1.2%	6.9	0.4	-3.9	2.3	8.9
# Record of `Cc1nn(-c2ccccc2)c(N2CCCC2)c1/C=N/n1cnc2scc(-c3ccccc3)c2c1=O` : 0.6%	-3.0	-14.0	1.1%	9.2	-0.9	8.9	2.7	-21.0
# Record of `Cc1nnc(NC(=O)CSc2nnnn2Cc2ccccc2)s1` : 2.2%	-5.4	2.9	-0.3%	19.0	2.1	7.9	3.8	-2.1
